HCMV antiviral = human cytomegalovirus inhibition. activity change, negative = inhibition, % at 57.5 µM. hit rate 4.5% among 410,000. AID 1259415. HFF cells, HCMV-luciferase reporter, 72 h; stronger effect = lower value; in the data active means activity change below about -60%; inconclusive means no clear call, values can overlap the other calls; inactive means above about -39%
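Two-dose cell screen: HFF monolayers treated with compounds and infected with luciferase-expressing HCMV at 1 PFU/cell, 72 h at 37C, then lysed for luciferase measurement.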
Sm TGR block = inhibitors of Schistosoma mansoni thioredoxin glutathione reductase. Q962Y6. purified TGR, DTNB reduction, TNB absorbance 405 nm. Potency, µM (top dose mostly 114 µM), for inactives: top-dose activity change, negative = inhibition, usual class: inhibitors. hit rate 3% among 360,000; further: potency means the concentration at half of the fitted maximal effect; nearly all actives have a fitted effect of over 60% in size
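First, TGR (20 nM dispensed) and NADPH were mixed with compound. Second, a 15 min room-temperature incubation followed. Third, further NADPH and then DTNB were added to start the reaction. Finally, TNB absorbance was monitored kinetically.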
LmPK inhibitor = LmPK (Leishmania mexicana) enzyme inhibition; Q27686; purified LmPK, Kinase-Glo ATP luminescence, 1 h; Potency, µM (highest dose often 57.5 µM), without a hit: top-dose activity change, negative = inhibition, actives largely listed as inhibitors; hit rate 0.37% among 290,000; AID 1721; further: potency means the concentration at half of the fitted maximal effect
Target sequence (Q27686 whole entry, looked up): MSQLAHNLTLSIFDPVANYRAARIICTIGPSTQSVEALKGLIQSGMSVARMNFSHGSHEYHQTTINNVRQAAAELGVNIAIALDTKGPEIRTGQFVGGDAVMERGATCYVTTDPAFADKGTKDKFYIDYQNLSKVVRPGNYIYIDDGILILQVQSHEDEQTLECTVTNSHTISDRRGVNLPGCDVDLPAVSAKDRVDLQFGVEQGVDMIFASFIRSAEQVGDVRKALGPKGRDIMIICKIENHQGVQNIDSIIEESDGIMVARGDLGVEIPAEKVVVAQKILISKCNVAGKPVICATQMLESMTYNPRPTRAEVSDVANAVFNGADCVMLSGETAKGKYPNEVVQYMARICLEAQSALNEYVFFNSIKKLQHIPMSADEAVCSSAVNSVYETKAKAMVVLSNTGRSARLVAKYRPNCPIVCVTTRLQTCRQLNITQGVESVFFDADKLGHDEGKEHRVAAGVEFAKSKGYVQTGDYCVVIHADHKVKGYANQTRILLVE
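Screened at intermediate enzyme activity to detect both inhibitors and activators: LmPK at 0.1 nM, with a 0.5 nM enzyme column as activation reference. PEP 0.5 mM, ADP 0.1 mM; ATP detected by luminescence after 1 h.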
TbPYK inhibitor = inhibitors of Trypanosoma brucei pyruvate kinase; Q57TT1; AID 624173; Potency, µM (series often up to 76.8 µM), for the others: at the top dose activity, negative = inhibition, actives largely listed as inhibitors; hit rate 0.12% among 410,000; TbPYK enzyme, Kinase-Glo Plus ATP luminescence, 45 min; further: potency means the concentration at half of the fitted maximal effect; nearly all actives have a fitted effect of over 50% in size
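Enzyme and substrate buffer are dispensed first and compound is pin-transferred. ADP at 130 uM final then starts the reaction, which runs 45 min at room temperature. Detection reagent is added for 10 min before luminescence is imaged.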
AmpC detergent = blocks E. coli AmpC beta-lactamase in detergent assay. P00811. AID 485294. Potency, µM (titrated, usually from 114 µM), for inactives: top-dose activity change, negative = inhibition, most hits filed as inhibitors. AmpC hydrolysis of nitrocefin, absorbance 480 nm, 0.01% Triton. hit rate 0.041% among 370,000;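 further: potency means the concentration at half of the fitted maximal effect; 0% = no-compound wells and -100% = no-enzyme wells; nearly all actives have a fitted effect of over 25% in size; some results filed as inactive show a strong effect at the top dose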
Target sequence (P00811 whole entry, looked up): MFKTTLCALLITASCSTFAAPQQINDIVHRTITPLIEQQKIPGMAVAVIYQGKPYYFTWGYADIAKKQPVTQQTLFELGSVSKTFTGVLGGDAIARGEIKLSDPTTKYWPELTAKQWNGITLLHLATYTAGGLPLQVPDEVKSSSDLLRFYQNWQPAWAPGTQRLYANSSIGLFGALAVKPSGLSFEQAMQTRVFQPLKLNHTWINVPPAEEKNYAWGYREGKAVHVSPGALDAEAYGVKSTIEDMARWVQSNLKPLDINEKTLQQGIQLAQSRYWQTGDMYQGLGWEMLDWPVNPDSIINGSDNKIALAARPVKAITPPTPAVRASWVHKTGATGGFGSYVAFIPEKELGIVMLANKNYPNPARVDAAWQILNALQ
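20 mM phosphate pH 7.0 + 0.01% (detergent screen) or 0.0001% Triton X-100; 5.3 nM AmpC reagent; cpd preinc 15 min RT; nitrocefin (800 uM stock) to start; A480 q20 s × 4 min; Activity was normalised to no-enzyme and no-compound control wells.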
AMA1 RON2 block = AMA1-RON2 (P. falciparum) interaction inhibition | Potency, µM (doses to about 58.2 µM), for the others: at the highest dose activity change, negative = inhibition, most hits filed as inhibitors | hit rate 0.2% among 360,000 | AlphaScreen AMA1-biotinylated RON2 peptide binding;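 further: potency means the concentration at half of the fitted maximal effect; 0% = vehicle wells and -100% = peptide control; nearly all actives have a fitted effect of over 45% in size; some results filed as inactive show a strong effect at the top dose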
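AMA1 (3D7) with his tag at 25 nM final met compounds first, then biotinylated RON2 peptide at 25 nM; detection used donor plus acceptor beads, 10 µg/mL apiece, read by AlphaScreen after 30 min at room temperature.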
AmpC inh no detg = AmpC beta-lactamase inhibition without detergent; AID 485341; AmpC nitrocefin hydrolysis, absorbance 480 nm, 0.0001% Triton; Potency, µM (series often up to 57.1 µM), for inactives: at the top dose activity change, negative = inhibition, most hits filed as inhibitors; P00811; hit rate 0.52% among 330,000;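 further: potency means the concentration at half of the fitted maximal effect; plate controls were no compound for no effect and no enzyme for full effect; nearly all actives have a fitted effect of over 20% in size; some results filed as inactive show a strong effect at the top dose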
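20 mM phosphate pH 7.0 + 0.01% (detergent screen) or 0.0001% Triton X-100; 5.3 nM AmpC reagent; cpd preinc 15 min RT; nitrocefin (800 uM stock) to start; A480 q20 s × 4 min; Activity was normalised to no-enzyme and no-compound control wells.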
* hit, by the source's call; ? = inconclusive; . = not tested or not shown; [ ] = another dose, or the depositor's remark. Unless noted, the call rests on the fitted dose curve; in most records, active means well fitted curve in the direction sought with a large enough effect; inconclusive means small, poorly fitted or top-dose-only effect, or another doubt; inactive means no such curve, though single readings can be large; an effect the other way counts as inactive or inconclusive. Unless noted, on the % scale 0 is the no-effect control and ±100 the full control effect.

SMILES | HCMV antiviral | Sm TGR block | LmPK inhibitor | TbPYK inhibitor | AmpC detergent | AMA1 RON2 block | AmpC inh no detg
Cn1cc([N+](=O)[O-])c(C(=O)NCc2cc3cc(Cl)ccc3[nH]2)n1 | ? | 6.3% | 0.7% | -11.3% | ? | 11.9% | -18.8%
Cc1ccc(N/N=C/c2ccc(N3CCOCC3)cc2)cc1C | 0.5 | 25.1µM* | 3.1% | -3.0% | -7.1% | -11.6% | 0.2%
CC1CCc2c(C(=O)Nc3nccs3)csc2C1 (centres undefined) | 5.5 | 7.4% | 0.7% | 4.0% | 3.2% | -12.5% | -42.1%
CCn1nc(-c2ccccc2)c(-c2ccccc2)c(C(=O)Nc2ccc(S(N)(=O)=O)cc2)c1=O | -12.4 | 7.3% | . | -1.2% | -0.7% | . | .
COc1ccccc1CNC(=O)COC(=O)COc1ccccc1Cc1ccccc1 | -7.8 | 6.9% | . | -0.3% | -24.1% | 19.9% | -9.8%
COc1ccc(Cn2c(SCc3ccc(C(=O)NCc4cccs4)cc3)nc3ccncc32)cc1 | ? | 2.3% | . | -2.2% | 12.9% | . | .
CCOC(=O)c1ccccc1NC(=O)c1ccc(N(C)S(C)(=O)=O)cc1 | -16.4 | 1.9% | -3.0% | 5.2% | ? | 9.1% | -14.1%
CC(=O)c1cccc(N(C(=O)CNC(=O)c2ccco2)C(C(=O)NCc2ccco2)c2ccccc2)c1 (centres undefined) | 3.3 | 9.9% | 3.3% | 2.6% | 0.3% | -1.9% | 13.8%
CCOc1ccc(C2C(=O)N(C3CCCCCC3)CC(=O)N2Cc2ccc(F)cc2)cc1OC (centres undefined) | ? | 6.3% | . | 3.8% | -5.6% | . | .
C/C(CC(=O)Nc1ccc(C)cc1C)=N\NC(=O)C(C)C | 25.0 | . | -2.5% | 1.0% | -1.7% | 17.1% | 1.2%
COC(=O)c1cc(NC(=O)Cc2ccc(OC)c(OC)c2)cc(C(=O)OC)c1 | 48.8 | 3.5% | 5.8% | -24.1% | -2.8% | -3.8% | 7.9%
Cc1ccc(C(=O)N/N=C\c2ccc(OC(=O)c3cccs3)cc2)cn1 | 15.2 | 7.1% | -3.6% | 7.0% | -15.8% | 12.8% | -13.6%
CCN(CCCNC(=O)c1cc2c(=O)[nH]c3ccc(C)cc3c2s1)Cc1ccccc1 | -106.1* | ? | . | -6.2% | 7.1% | . | .
O=C(COc1c(Cl)cc(Cl)cc1Cl)c1ccc(Cl)cc1 | -4.3 | 1.0% | 2.2% | -12.7% | 2.9% | 4.1%[2.32 µM] | -14.7%
Cc1cc(C(=O)Nc2cccc(C(F)(F)F)c2)c2c(C)nn(-c3cccc(F)c3)c2n1 | -98.1* | 2.2% | . | -0.4% | -2.8% | . | .
CC(=O)c1ccc(NC(=O)c2cc3c(=O)oc4ccc(C)cc4c3s2)cc1 | -93.0* | -10.1% | . | -9.2% | -3.1% | . | .
O=C(NCc1ccc(F)cc1)C(=O)NCC1OCCN1S(=O)(=O)c1ccc2c(c1)OCCO2 (centres undefined) | 18.4 | 10.3% | 1.7% | 1.0% | 3.2% | 12.9% | -3.5%
Cc1sc2ncn(CC(=O)NCCN3CCOCC3)c(=O)c2c1S(=O)(=O)N1CCC(C)CC1 | -2.3 | -2.6% | 1.0% | 2.2% | -3.5% | 0.4% | 6.2%
Cc1ccc(C(=O)CCC(=O)Nc2ccc(Cl)c(S(=O)(=O)Nc3cccc(Cl)c3)c2)cc1 | -0.2 | -7.0% | -0.4% | -9.2% | -12.2% | -3.8% | -37.9%
O=C(CCS(=O)(=O)c1ccc2c(c1)NC(=O)CO2)NCCc1ccccc1 | 10.2 | 5.3% | 3.4% | 3.5% | -3.3% | 16.2% | -23.5%
COc1cc(OC)cc(C(=O)Nc2nnc3n2CCS3)c1 | -15.0 | 2.3% | . | 2.4% | -6.8% | . | .
CSc1ccccc1OCc1cc(C(=O)N(C)Cc2c(C)n[nH]c2C)no1 | . | -3.7% | 0.3% | -6.4% | 11.0% | -0.5% | 63.6%
COc1cccc(-n2c(=O)c3sccc3n(CC(=O)NC3CCCCC3)c2=O)c1 | -9.8 | -11.0% | -0.3% | -0.1% | -1.1% | -9.1% | -4.3%
CCOC(=O)c1ccccc1NC(=O)CSc1nc2c(sc(=S)n2CC)c(=O)[nH]1 | -10.5 | . | . | 5.7% | . | -6.9% | .
CC1Oc2ccccc2N(CC(=O)Nc2ccc3c(c2)OCCO3)C1=O (centres undefined) | 64.2 | 0.3% | 3.9% | 0.2% | -16.8% | -0.3% | -30.1%
Cc1ccc(S(=O)(=O)NNC(=O)C(O)(c2ccccc2)c2ccccc2)cc1 | ? | 0.4% | -1.7% | -8.4% | 2.0% | 8.0% | -21.1%
CCOc1ccc(Br)cc1C1C(C(=O)OC)=C(N)Oc2cc(N(C)C)ccc21 (centres undefined) | -4.9 | -14.0% | 5.2% | 6.1% | 0.5% | -11.3% | -3.5%
CCN(CC)C(=O)N1CCN(C(=O)c2ccc(C)cn2)CC1 | -3.1 | 2.8% | -2.6% | 4.6% | 6.5% | 1.5% | -9.8%
O=C(N/N=C/c1cc(Br)ccc1O)Nc1ccccc1 | ? | -12.0% | -0.7% | 5.0% | -1.5% | 44.1%[activator] | ?
COc1ccc(OC)c(NC(=O)c2ccc(S(=O)(=O)N3CCN(C)CC3)cc2)c1 | 1.2 | -1.4% | 3.2% | -4.9% | ? | -3.5% | 17.6%
CC(=O)c1cccc(NC(=O)C(C)OC(=O)/C=C/c2cccs2)c1 (centres undefined) | -25.8 | -0.2% | . | 3.2% | ? | 3.0% | -17.0%
COc1ccc(-n2c(Cc3ccccc3)nnc2SCC(=O)N2CCCc3ccccc32)cc1 | 19.6 | -3.2% | 0.6% | 3.9% | ? | 0.7% | 69.7%[activator]
CSc1nnc(C)c(=O)n1COC(=O)COc1ccccc1 | -11.2 | -0.2% | -1.1% | 6.5% | -16.8% | 0.6% | -13.0%
CCCCOC(=O)Cn1c(=O)c2c(nc3n2CCCCN3c2ccc(C)cc2)n(C)c1=O | -33.2 | 0.3% | 0.7% | 3.0% | 3.1% | -5.0% | 132.5%[activator]
CCOC(=O)[C@H]1[C@H]2COc3cc(OC)ccc3[C@@H]2N2C(=O)CN(Cc3ccc(OC)cc3)C(=O)[C@@]12C | -3.6 | -17.4% | . | -3.7% | -6.7% | 13.1% | 153.0%[activator]
CCS(=O)(=O)N1CCN(c2ccc([N+](=O)[O-])c(NCc3cccnc3)c2)CC1 | -15.4 | 2.8% | 1.9% | 0.8% | 2.8% | -3.3% | 28.2%
CC(=O)Nc1ccc(C(=O)OC2CCOC2=O)cc1 (centres undefined) | 13.7 | 2.3% | -1.3% | -6.1% | ? | -10.8% | -21.7%
COc1ccc(CN2C(=O)CN=C2Nc2cc(C)ccc2C)cc1 | 20.7 | -22.9% | 5.1% | -3.2% | ? | 12.0% | -3.3%
COc1ccc(S(=O)(=O)Nc2ccc(C(N)=O)cc2)cc1C(=O)N1CCCCCC1 | -19.7 | -1.2% | 0.3% | -8.8% | ? | 6.7% | -16.5%
COc1ccc(N(CC(=O)NCc2cccs2)S(=O)(=O)c2cccnc2)cc1 | -18.4 | 0.0% | -4.7% | -3.0% | ? | 5.8% | 17.5%
CCOC(=O)C1CCCN(CC(=O)N2CCCc3c2c(=O)oc2ccc(OCc4ccccc4)cc32)C1 (centres undefined) | 34.5 | 0.6% | . | -7.2% | -1.3% | . | .
Cc1ccc(S(=O)(=O)N(C)C)cc1NC(=O)C1CCCCC1 | 37.0 | 14.6% | 4.9% | -5.3% | -8.7% | -3.3% | 78.4%[activator]
COc1ccccc1C1NC(=O)NC(C)=C1C(=O)OC1CCCCC1 (centres undefined) | ? | 1.1% | 2.5% | 0.4% | -5.2% | -5.8% | -17.8%
CS(=O)(=O)N(CCc1ccccc1)CC(N)=O | -12.2 | -3.6% | -1.6% | -3.7% | -3.4% | -1.8% | -8.2%
CCOc1ccc(/C=N/NS(=O)(=O)c2ccc(C)cc2)cc1OC | 19.2 | -9.7% | 4.3% | -19.2% | -21.5% | -4.1% | -37.5%
Cc1c(C(=O)NCCc2ccccc2)cccc1-n1cnc2cccnc21 | 0.0 | -3.1% | . | -3.5%[15.4 µM] | 0.3% | . | .
O=C(CCn1c(=O)sc2ccccc21)NCc1ccco1 | -15.8 | -2.5% | 8.7% | 13.1% | ? | 7.3% | -17.4%

Molecules listed so far that contain a thiophene ring, fused or not:
SMILES | HCMV antiviral | Sm TGR block | LmPK inhibitor | TbPYK inhibitor | AmpC detergent | AMA1 RON2 block | AmpC inh no detg
CC1CCc2c(C(=O)Nc3nccs3)csc2C1 (centres undefined) | 5.5 | 7.4% | 0.7% | 4.0% | 3.2% | -12.5% | -42.1%
COc1ccc(Cn2c(SCc3ccc(C(=O)NCc4cccs4)cc3)nc3ccncc32)cc1 | ? | 2.3% | . | -2.2% | 12.9% | . | .
Cc1ccc(C(=O)N/N=C\c2ccc(OC(=O)c3cccs3)cc2)cn1 | 15.2 | 7.1% | -3.6% | 7.0% | -15.8% | 12.8% | -13.6%
CCN(CCCNC(=O)c1cc2c(=O)[nH]c3ccc(C)cc3c2s1)Cc1ccccc1 | -106.1* | ? | . | -6.2% | 7.1% | . | .
CC(=O)c1ccc(NC(=O)c2cc3c(=O)oc4ccc(C)cc4c3s2)cc1 | -93.0* | -10.1% | . | -9.2% | -3.1% | . | .
Cc1sc2ncn(CC(=O)NCCN3CCOCC3)c(=O)c2c1S(=O)(=O)N1CCC(C)CC1 | -2.3 | -2.6% | 1.0% | 2.2% | -3.5% | 0.4% | 6.2%
COc1cccc(-n2c(=O)c3sccc3n(CC(=O)NC3CCCCC3)c2=O)c1 | -9.8 | -11.0% | -0.3% | -0.1% | -1.1% | -9.1% | -4.3%
CC(=O)c1cccc(NC(=O)C(C)OC(=O)/C=C/c2cccs2)c1 (centres undefined) | -25.8 | -0.2% | . | 3.2% | ? | 3.0% | -17.0%
COc1ccc(N(CC(=O)NCc2cccs2)S(=O)(=O)c2cccnc2)cc1 | -18.4 | 0.0% | -4.7% | -3.0% | ? | 5.8% | 17.5%

Not a hit list (roughly 7.4% active in at least one column).
